Compound activity: PubChem, National Center for Advancing Translational Sciences (NCATS)
aGal spleen mod = inhibitors or activators of human alpha-galactosidase in spleen homogenate | 240,000 tested, 0.008% active | Potency, µM (highest dose often 80 µM), for the others: top-dose activity change, negative = inhibition, hits mostly inhibitors | human spleen homogenate, 4MU-alpha-Gal fluorescence, 40 min;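 also: potency is read from the fitted curve at half-maximal effect; 0% = enzyme with vehicle and -100% = no enzyme basal signal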
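qHTS titration in buffer at pH 5.0. Alpha-galactosidase activity in spleen homogenate was measured via 4-methylumbelliferone release from 1 mM fluorogenic substrate after 40 min at 37C and a pH 10 stop. AC50 came from Hill fits of control-normalized data.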
NPSR antag = antagonists of human neuropeptide S receptor cAMP signaling. Q6W5P4. Potency, µM (doses to about 38.3 µM), without a hit: at the top dose activity change, negative = inhibition, hits mostly inhibitors. AID 1461. 220,000 tested, 1% active. CHO-NPSR cells, cAMP TR-FRET, antagonist mode; also: potency is read from the fitted curve at half-maximal effect; % is scaled to controls: 0 for no effect and ±100 for the full control effect; nearly all actives have a fitted effect of over 50% in size; many of its hits are not listed in these tables
Target sequence (Q6W5P4 whole entry, looked up): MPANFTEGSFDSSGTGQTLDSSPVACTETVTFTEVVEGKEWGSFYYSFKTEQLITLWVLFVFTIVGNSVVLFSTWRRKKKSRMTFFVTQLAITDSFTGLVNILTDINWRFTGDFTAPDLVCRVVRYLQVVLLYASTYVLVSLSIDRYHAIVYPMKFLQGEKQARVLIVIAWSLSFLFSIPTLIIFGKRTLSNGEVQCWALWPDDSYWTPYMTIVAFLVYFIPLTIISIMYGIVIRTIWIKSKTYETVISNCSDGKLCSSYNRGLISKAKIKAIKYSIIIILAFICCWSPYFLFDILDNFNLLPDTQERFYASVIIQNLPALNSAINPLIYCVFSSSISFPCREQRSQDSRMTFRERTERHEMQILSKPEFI
Tau fibril FP = blocks human tau fibril formation measured by polarization; P10636; K18 P301L tau heparin fibrillization, Alexa594 FP, 6 h; Potency, µM (highest dose often 57.7 µM), without a hit: top-dose activity, negative = inhibition, hits mostly inhibitors; 280,000 tested, 0.39% active; AID 1468; also: potency is read from the fitted curve at half-maximal effect; % is scaled to controls: 0 for no effect and ±100 for the full control effect; nearly all actives have a fitted effect of over 55% in size
Target sequence (P10636 561-689 P618L limits assumed): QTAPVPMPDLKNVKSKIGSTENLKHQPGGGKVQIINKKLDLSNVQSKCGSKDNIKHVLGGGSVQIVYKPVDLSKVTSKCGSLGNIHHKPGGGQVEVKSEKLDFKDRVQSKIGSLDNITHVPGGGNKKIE
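Quantitative HTS format: compounds meet 15 uM recombinant K18 P301L tau and Alexa 594-tau tracer in 100 mM sodium acetate pH 7; 20 uM heparin triggers fibrillization at 37 C over 6 hr; FP gives the signal.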
TexasRed fluor = Texas Red fluorescence interference in TRb-SRC2 counter-screen. Potency, µM (top dose mostly 106 µM), for inactives: at the highest dose fluorescence change, negative = quenching. AID 1479. TRb/SRC2 Texas Red total fluorescence interference. 280,000 tested, 0.29% active; active = well fitted curve in either direction with a large enough effect; inconclusive = small, poorly fitted or top-dose-only effect; also: potency is read from the fitted curve at half-maximal effect; % is scaled to controls: 0 for no effect and ±100 for the full control effect
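Human TRβ ligand-binding domain (0.6 uM) and Texas Red SRC2 peptide (20 nM) in Tris buffer with 1 uM T3 and 5% DMSO were incubated with pinned compound for 5 hr at ambient temperature. Total fluorescence was computed as S + 2P (555/632 nm).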
Epigenetic reg = epigenetic control regulation, reporter derepression; murine LDR cells, GFP reporter derepression, 30 h; Potency, µM (highest dose often 53.9 µM), without a hit: at the highest dose GFP activation, hits mostly activators; 280,000 tested, 0.2% active; also: potency is read from the fitted curve at half-maximal effect; % of control where 0% means no effect; nearly all actives have a fitted effect of over 60% in size
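In this reporter-derepression format, murine cells bearing a silenced integrated CMV-GFP locus incubate with test compound (30 h, 37 C), then are washed and imaged; fluorescent objects of 20–120 um count as induced cells.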
CBFb-RUNX1 inh = inhibitors of human CBF-beta and RUNX1 interaction. Q01196+Q13951. AlphaScreen CBFb-His/RUNX1-biotin binding, biochemical. Potency, µM (series often up to 59.8 µM), for the others: at the highest dose activity, negative = inhibition, usual class: inhibitors. 230,000 tested, under 10 active; also: % of control where 0% means no effect
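Interaction loss through any mechanism counts as activity. Pre-formed complex of His-CBF-beta and biotin-RUNX1 (30 nM apiece) is incubated with compound 15 min, then with 50 ng nickel and 50 ng streptavidin beads for 90 min before AlphaScreen detection.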
TRb-SRC2 inh = inhibitors of human thyroid hormone receptor beta-SRC2 interaction. 280,000 tested, 0.065% active. Potency, µM (doses to about 106 µM), for inactives: at the top dose activity change, negative = inhibition, usual class: inhibitors. TRbeta-SRC2 peptide binding, fluorescence polarization; receptor liganded with 1 µM T3;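 also: potency is read from the fitted curve at half-maximal effect; plate controls were bound peptide for no effect and peptide without receptor for full effect; nearly all actives have a fitted effect of over 50% in size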
Target sequence (P10828 whole entry, looked up): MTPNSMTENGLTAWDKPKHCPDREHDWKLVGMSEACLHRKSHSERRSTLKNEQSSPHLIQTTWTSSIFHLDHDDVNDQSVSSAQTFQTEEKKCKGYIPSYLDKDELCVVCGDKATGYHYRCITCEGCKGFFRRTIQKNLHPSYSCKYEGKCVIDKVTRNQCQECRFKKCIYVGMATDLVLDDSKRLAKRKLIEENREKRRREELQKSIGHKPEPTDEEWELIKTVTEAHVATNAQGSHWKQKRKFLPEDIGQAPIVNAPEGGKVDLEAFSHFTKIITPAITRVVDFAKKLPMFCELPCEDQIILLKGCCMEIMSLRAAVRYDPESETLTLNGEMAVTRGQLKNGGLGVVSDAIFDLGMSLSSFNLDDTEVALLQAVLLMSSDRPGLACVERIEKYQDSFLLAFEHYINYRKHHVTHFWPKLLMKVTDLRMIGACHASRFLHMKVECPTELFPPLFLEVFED
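TRb LBD 0.6 uM + Texas Red SRC2 peptide 20 nM, 1 uM T3, Tris buffer w/ 5% DMSO; compound pinned, 5 h RT; FP read ex 555/em 632; normalized to unbound and bound controls.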
Tau fluor cs = counter-screen for tau fibril formation inhibitors; tau K18 P301L Alexa594 fluorescence, heparin fibrillization; Potency, µM (doses to about 57.7 µM), for inactives: at the highest dose activity change, negative = decrease; 280,000 tested, 0.93% active; AID 1463; also: potency is read from the fitted curve at half-maximal effect; % is scaled to controls: 0 for no effect and ±100 for the full control effect; nearly all actives have a fitted effect of over 55% in size
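Human tau K18 P301L (15 uM unlabeled, 0.24 uM Alexa 594-labeled) in 100 mM sodium acetate pH 7 with 20 uM heparin, 6 hr at 37 C. ThT 30 uM added, 1 hr ambient; Alexa 594 FP and total fluorescence read at 555/632 nm.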
An asterisk follows results filed as active; ? = inconclusive; nt = not tested or not shown; & = joins results of further samples; [ ] = remark or other dose. Unless noted, calls follow the shape of the dose curve; as a rule, active = well fitted curve in the direction sought with a large enough effect; inconclusive = small, poorly fitted or top-dose-only effect, or another doubt; inactive = no such curve, though single readings can be large; an effect the other way counts as inactive or inconclusive. An excerpt, so the mix of outcomes need not match the whole.

Every second line gives: CBFb-RUNX1 inh	Tau fluor cs	aGal spleen mod	NPSR antag	Epigenetic reg	TexasRed fluor	TRb-SRC2 inh	Tau fibril FP
Nc1nc(-c2ccc(C(=O)O)cc2)cs1
  6%	-6%	1%	6%	0.9%	0%	0%	-10%
Cn1c(=O)n(Cc2ccc(Cl)cc2)c(=O)c2c1nc1n2CCN1Cc1ccco1
  -1%	-23%	2%	?	-1.9%	-1%	-3%	?
O=C(Nc1cc(Oc2ccc(Cl)cc2)cc([N+](=O)[O-])c1)c1ccco1
  -1%	7.1µM*[quencher]	-2%	-37%	0.0%	-2%	-2%	-24%
CCNC(=S)NCc1ccc(F)cc1
  5%	0%	0%	9%	0.1%	1%	1%	-9%
Cc1cc(C)cc(-n2c(C)cc(/C=C3\C(=N)N4N=C(CC(C)C)SC4=NC3=O)c2C)c1
  -1%	-15%	1%	?	-3.2%	-1%	7%	7%
CC(c1cccs1)N(C)Cc1nc(CCc2ccccc2)no1 (stereo not given)
  17%	-14%	-5%	22%	5.9%	0%	2%	1%
COCc1c(Br)c(C)nc(OCC(=O)N/N=C/c2ccc(C)o2)c1C#N
  3%	-7%	-3%	-4%	0.0%	-1%	2%	5%
Cc1ccc(C(=O)NC(=S)NNC(=O)CCN2CCOCC2)cc1
  -26%	5%	0%	3%	-1.0%	-1%	1%	4%
CCCCn1c(-c2csc3c2CCCC3)n[nH]c1=S
  1%	-16%	0%	12%[46.1 µM]	-6.2%	-3%	2%	-3%
Fc1ccc(-c2csc(=Nc3cccc(C(F)(F)F)c3)n2Cc2ccc3c(c2)OCO3)cc1
  nt	-20%	nt	nt	0.8%	0%	-2%	-1%

Next results:
Every second line gives: CBFb-RUNX1 inh	Tau fluor cs	aGal spleen mod	NPSR antag	Epigenetic reg	TexasRed fluor	TRb-SRC2 inh	Tau fibril FP
Cc1ccc(S(=O)(=O)c2cc(N3CCOCC3)nc(-c3ccccc3)n2)cc1
  0%	-6%	15%	-28%[46.1 µM]	-2.3%	-1%	-4%	6%
O=C(NC1CC1)C1CCN(C2CCN(C(=O)/C=C/c3ccc(F)cc3)CC2)CC1
  1%	0%	-3%	-11%	0.5%	-2%	0%	-6%
O=C(CCn1nnc(-c2cccs2)n1)N1CCc2ccccc2C1
  2%	-21%	2%	-12%[46.1 µM]	-0.1%	-1%	8%	2%
CCn1c(=O)cc(SCC(=O)NCCc2ccc(Cl)cc2)c2ccccc21
  nt	-19%	nt	nt	-1.1%	2%	2%	3%
Cc1ccsc1/C=N/NC(=O)c1cc(-c2ccncc2)nc2ccccc12
  -5%	?	0%	15%	0.9%	-7%	-6%	-5%
CCOC(=O)CSc1nc(N)c(C(=O)Nc2ccc(N(C)C)cc2)s1
  -20%	?	5%	-7%[7.67 µM]	-3.4%	-2%	-9%	7%
COc1ccc(N(C(C)=O)S(=O)(=O)c2cccs2)cc1
  6%	-6%	1%	-7%[46.1 µM]	0.0%	2%	-4%	0%
COC(=O)c1ccc(NC(=O)CO/N=C2\CCCc3nonc32)cc1
  3%	-13%	6%	3%	-2.2%	-2%	8%	10%
Fc1ccc(CNCc2ccccc2Cl)cc1
  12%	-4%	1%	2%	-0.2%	0%	0%	-6%
C=CCn1c(-c2ccccc2)cc(SC)c(C#N)c1=O
  26%	-20%	-1%	-41%	-1.5%	0%	3%	?

(listing goes on)
Every second line gives: CBFb-RUNX1 inh	Tau fluor cs	aGal spleen mod	NPSR antag	Epigenetic reg	TexasRed fluor	TRb-SRC2 inh	Tau fibril FP
Cn1c(=O)c(C(=O)COC(=O)c2cc(C(F)(F)F)nc3ccccc23)c(N)n(Cc2ccccc2)c1=O
  3%&-3%	?	4%&2%	-41%	0.4%&2.2%	4%&-5%	8%&2%	?
CCSc1nnc(-c2ccc(OC)cc2)o1
  2%	-5%	-3%	-7%[46.1 µM]	0.0%	0%	-10%	1%
CC[C@H](C)[C@H](NC(=O)[C@H](C)NC(=O)[C@H](CC(=O)O)NC(=O)[C@H](CO)NC(=O)[C@@H](N)Cc1cnc[nH]1)C(=O)N[C@@H](Cc1ccccc1)C(=O)N[C@H](C(=O)N[C@@H](CCC(N)=O)C(=O)N[C@@H](CCC(N)=O)C(=O)N[C@@H](Cc1ccc(O)cc1)C(=O)N[C@@H](CO)C(=O)N[C@@H](CCCCN)C(=O)N[C@@H](CC(C)C)C(=O)N[C@@H](CC(C)C)C(=O)N[C@@H](C)C(=O)N[C@@H](CCCCN)C(=O)N[C@@H](CC(C)C)C(=O)N[C@@H](C)C(=O)N[C@@H](CC(C)C)C(=O)N[C@@H](CCC(N)=O)C(=O)N[C@@H](CCCCN)C(=O)N[C@@H](Cc1ccc(O)cc1)C(=O)N[C@@H](CC(C)C)C(=O)N[C@@H](C)C(=O)N[C@@H](CO)C(=O)N[C@H](C(=O)N[C@@H](CC(C)C)C(=O)NCC(=O)N[C@@H](CO)C(=O)N[C@@H](CCCNC(=N)N)C(=O)N[C@H](C(=O)N[C@@H](CO)C(=O)N1CCC[C@H]1C(=O)N1CCC[C@H]1C(=O)N1CCC[C@H]1C(N)=O)[C@@H](C)O)[C@@H](C)CC)[C@@H](C)O
  23%	nt	2%	nt	nt	-5%	13%	nt
CC1=C(C(=O)OC2CCCCCC2)C(c2ccccc2Cl)CC(=O)N1 (stereo not given)
  nt	-1%	nt	nt	0.4%	-2%	-2%	3%
CC(=O)Nc1ccc(NC(=O)CSCCc2ccccn2)cc1
  3%	2%	5%	3%[46.1 µM]	-1.8%	0%	7%	8%
O=C(c1cnn2c(C(F)(F)F)cc(-c3cccs3)nc12)N1CCOCC1
  8%	1%	3%	17%	-0.6%	-1%	2%	2%
CCC(CC)=NNC(=O)c1ccccc1OCc1ccc(F)cc1
  -4%	0%	3%	5%	-1.0%	-1%	0%	3%
O=C1c2ccccc2-c2ccc(C(=O)N3CCOCC3)cc21
  2%	-1%	-14%	0%[46.1 µM]	2.0%	-1%	-22%	6%
COc1ccc(N2CCN(C(=O)C3CCN(S(=O)(=O)c4cnc[nH]4)CC3)CC2)cc1
  nt	-9%	nt	nt	-1.0%	-4%	-3%	6%
OCCN1CCN(CC(O)COc2ccc3c(c2)OCO3)CC1 (stereo not given)
  14%	-1%	5%	-10%[46.1 µM]	2.8%	1%	-7%	1%

Looked up above.
Tau fibril FP, `O=C1c2ccccc2-c2ccc(C(=O)N3CCOCC3)cc21` stands at 6%
Tau fluor cs, `OCCN1CCN(CC(O)COc2ccc3c(c2)OCO3)CC1` (stereo not given) stands at -1%

Next section:
Every second line gives: CBFb-RUNX1 inh	Tau fluor cs	aGal spleen mod	NPSR antag	Epigenetic reg	TexasRed fluor	TRb-SRC2 inh	Tau fibril FP
CN1CCNC(=O)C1CC(=O)N1CC=C(c2ccc(F)cc2)CC1 (stereo not given)
  3%	1%	-4%	-7%	0.0%	-2%	-7%	3%
CCCCn1c(SCC(=O)c2ccc3c(c2)NC(=O)CO3)nc2cc(S(N)(=O)=O)ccc21
  -4%	-1%	0%	-23%	-1.6%	-1%	-2%	-4%
Nn1c(Cc2ccccc2F)nnc1SCCOc1ccc(Cl)cc1
  2%	-12%	3%	-31%	1.0%	0%	0%	-5%
O=S(=O)(c1ccccc1)n1nc(-c2ccco2)nc1NCc1ccccc1
  nt	?	nt	nt	-1.9%	2%	2%	-8%
COc1c(S(=O)(=O)n2nc(C)cc2C)ccc(Cl)c1Cl
  8%	-5%	0%	-13%[46.1 µM]	-2.9%	2%	-15%	7%
Cc1nnc(N/N=C/c2cccs2)[nH]c1=O
  6%	-10%	7%	1%	0.0%	0%	2%	-6%
CC(C)(C)C(=O)CN1C2=NCCN2c2ccccc21
  2%	-10%	0%	-7%	2.8%	0%	-5%	-4%
CCn1c(O)c(N=Nc2ccc(Cl)c(C(=O)O)c2)c2ccccc21
  4%	-9%	-3%	-25%	2.5%	-4%	3%	7%
COc1ccccc1NC(=O)CSc1nc2ccccc2n1C(C)=O
  2%	-15%	-6%	-10%[46.1 µM]	0.0%	-4%	9%	-13%
CC1(C)Cc2c(C#N)c(NCCO)nc(-c3ccco3)c2CO1
  13%	-1%	?	22%	-0.3%	4%	8%	-3%

Other records follow.
Every second line gives: CBFb-RUNX1 inh	Tau fluor cs	aGal spleen mod	NPSR antag	Epigenetic reg	TexasRed fluor	TRb-SRC2 inh	Tau fibril FP
Cc1nnc(-c2ccccc2)c[n+]1[O-]
  -3%	-6%	6%	4%[7.67 µM]	0.3%	-2%	-11%	2%
Cn1c(=O)c(=O)n(C)c2cc(C(=O)NCc3ccccc3Cl)ccc21
  nt	-19%	nt	nt	2.2%	-15%	0%	-1%
CC1CC/C(=N/Nc2ccccc2)C(=O)N1 (stereo not given)
  3%	2%	2%	6%	-1.0%	-5%	-3%	7%
NC(=O)[C@H]1CC2(CC(c3cccc(NC(=O)CC(c4ccccc4)c4ccccc4)c3)=NO2)CN1C(=O)C(c1ccccc1)c1ccccc1 (stereo not given in full)
  -8%	-9%	7%	-5%	-0.4%	-2%	1%	-11%
Cc1ccc(/C=N/n2cnc3sc4c(c3c2=O)CCCC4)o1
  -7%	-7%	13%	-11%[46.1 µM]	3.2%	-4%	3%	-2%
O=C(NC(=S)NNS(=O)(=O)c1ccc(Cl)cc1)c1cccnc1
  3%	2%	-1%	-2%	2.3%	-2%	-3%	5%
O=C(O)c1cc(N/N=C/c2ccc(OCc3ccccc3)cc2)ccc1Cl
  0%	-1%	-3%	-19%	-1.5%	-3%	-8%	4%
CCC(=O)N1CCc2cc(Br)cc(S(=O)(=O)CCC(=O)NCCc3ccc(OC)c(OC)c3)c21
  nt	-13%	nt	nt	0.1%	0%	3%	-9%
CCCn1c(C)nc2c(NCCO)nc(C)nc21
  0%	-4%	9%	nt	1.0%	0%	-5%	0%
NC(=O)c1ccccc1OCC(=O)NS(=O)(=O)c1ccccc1
  2%	-3%	3%	-5%[46.1 µM]	-3.3%	-8%	3%	0%
COc1ccc(C(N)CCc2ccco2)cc1 (stereo not given)
  -1%	5%	13%	8%[46.1 µM]	12%	-1%	-2%	-10%
C=C(C)Cn1c(C(C)NC(=O)CCC)nc2ccccc21 (stereo not given)
  6%	7%	-6%	-15%[46.1 µM]	0.0%	-6%	9%	6%
